Source: PubChem BioAssay (several laboratories)
Ba/F3 V617F tox – lowers viability of Ba/F3 cells expressing EpoR and JAK2V617F; ATP luminescence; AID 1446; 1.1% of 220,000 active; inhibition, % at 5.6 µM;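 active means inhibition above the campaign mean plus 3 SD over all tested compounds, cut at about 24% in these data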;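 further: cytokine-independent growth of Ba/F3 cells driven by EpoR plus mutant JAK2; 0% = DMSO-treated cells and 100% = JAK inhibitor I control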
Calpain2 inh – blocks pig calpain II enzyme activity; purified calpain II, fluorogenic peptide substrate, 30 min; inhibition, % at 16 µM; 0.37% of 220,000 active; AID 1236;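 active means inhibition above about 50%, limit read from the data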
BaF3 tox – counter-screen for JAK2V617F inhibitors: parental Ba/F3 viability inhibitors; CellTiter-Glo ATP luminescence; inhibition, % at 5.6 µM; 1.1% of 220,000 active; AID 1486;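 active means inhibition above a per-campaign cutoff, the mean inhibition of all tested compounds plus 3 SD, cut at about 27% in these data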;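 further: 0% = DMSO wells and 100% = JAK Inhibitor I control wells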
EP2 modulator – EP2 receptor (human) modulation; P43116; EP2-expressing cells, cAMP HTRF FRET, PGE2 co-stimulation; induction, % at 25 µM; 0.83% of 260,000 active; AID 940;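 active means compounds whose cAMP rise, as percent of the full-agonist control response, exceeds 60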;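 further: rat C6 glioma line stably carrying human EP2 under a CMV promoter; the protocol text gives 20 µM as final concentration; 100% = response of wells given 1 µM PGE2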
S1P4 antagonist – human S1P4 receptor antagonism | 0.26% of 220,000 active | S1P4-expressing cells, antagonist mode, reporter read-out | inhibition, % at 4.98 µM | AID 1510; in the data active means inhibition above about 29%;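 further: 0% = wells stimulated with agonist and 100% = vehicle wells without agonist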
Target sequence (O95977 whole entry, looked up): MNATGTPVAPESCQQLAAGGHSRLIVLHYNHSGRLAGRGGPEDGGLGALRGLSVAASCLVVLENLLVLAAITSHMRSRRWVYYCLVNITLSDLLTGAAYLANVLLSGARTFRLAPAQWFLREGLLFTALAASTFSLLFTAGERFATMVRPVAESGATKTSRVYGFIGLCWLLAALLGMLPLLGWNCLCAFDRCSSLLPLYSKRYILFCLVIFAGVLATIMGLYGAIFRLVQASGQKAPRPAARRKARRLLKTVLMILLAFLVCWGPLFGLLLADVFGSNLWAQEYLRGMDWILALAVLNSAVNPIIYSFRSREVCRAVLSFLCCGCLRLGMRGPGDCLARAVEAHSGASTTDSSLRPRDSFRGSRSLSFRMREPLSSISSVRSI
TRPML3 agonist – agonists of human TRPML3 channel. Q8TDD5. HEK293 TRPML3-YFP, Fluo-8 calcium fluorescence; 100% = the carbachol control signal. activation, % at 3 µM. 0.29% of 220,000 active. AID 1448;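 active means activation above its plate's cutoff, the mean activation of the plate's test wells plus 3 SD, cut at about 12% in these data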;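 further: 0% = DMSO only wells and 100% = carbachol wells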
Target sequence (Q8TDD5 whole entry, looked up): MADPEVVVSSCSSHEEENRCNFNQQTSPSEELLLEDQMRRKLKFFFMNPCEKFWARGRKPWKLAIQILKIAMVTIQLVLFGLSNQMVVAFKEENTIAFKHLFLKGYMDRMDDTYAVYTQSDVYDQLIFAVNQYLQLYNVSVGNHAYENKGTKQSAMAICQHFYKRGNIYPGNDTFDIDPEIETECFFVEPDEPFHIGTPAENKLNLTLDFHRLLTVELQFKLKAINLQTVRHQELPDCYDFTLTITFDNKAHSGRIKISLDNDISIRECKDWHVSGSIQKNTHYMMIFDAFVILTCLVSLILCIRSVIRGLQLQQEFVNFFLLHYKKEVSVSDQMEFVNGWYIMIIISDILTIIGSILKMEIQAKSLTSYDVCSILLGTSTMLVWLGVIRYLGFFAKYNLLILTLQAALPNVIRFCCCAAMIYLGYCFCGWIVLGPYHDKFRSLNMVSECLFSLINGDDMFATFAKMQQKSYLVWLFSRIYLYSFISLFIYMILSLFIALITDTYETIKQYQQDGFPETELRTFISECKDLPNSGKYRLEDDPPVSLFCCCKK
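system = HEK293 cells stably carrying human TRPML3-YFP | doses = one concentration, 3 µM nominal, 0.3% DMSO | timing = dye loading 1 h 37 °C then 30 min ambient, 125 s read | detection = Fluo-8 calcium dye fluorescence, ex 470-495, em 515-575 nm | benchmarks = high control carbachol 87 µM, low control DMSO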
PERK inh – human PERK inhibition, primary cell-based screen; 0.17% of 220,000 active; inhibition, % at 5.6 µM; AID 1416; CHO PERK-DD fusion, SEAP luminescence translation reporter;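 active means inhibition above the mean inhibition of all tested compounds plus 3 SD, set separately per screening campaign, cut at about 2.9% in these data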;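 further: PERK kinase domain activated by AP20187 dimerizer at 100 nM; 0% = DMSO with dimerizer and 100% = rapamycin at 8.4 µM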
TRPN1 ag – zebrafish TRPN1 (NompC) channel agonism; HEK293 zebrafish TRPN1-YFP, Fluo-8 calcium fluorescence; 100% = response to 87 µM carbachol; activation, % at 3 µM; 0.18% of 220,000 active; AID 1424;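 active means activation above its plate's cutoff, the mean activation of test wells on that plate plus 3 SD, cut at about 19% in these data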;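 further: 0% = DMSO alone and 100% = 87 µM carbachol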
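Material – zebrafish TRPN1-YFP in HEK293 cells · Doses – 3 µM single point · Schedule – dye 1 h 37 °C plus 30 min RT · Signal – Fluo-8 calcium fluorescence, excitation 470-495 nm, emission 515-575 nm · Read-out – % activation versus carbachol response · Control set – carbachol high, DMSO low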
S1P4 ag – agonists of human S1P4 receptor; 0.35% of 220,000 active; activation, % at 4.98 µM; O95977; S1P4-expressing cell line, agonist reporter assay; in the data active means activation above about 11%;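 further: 0% = DMSO vehicle and 100% = reference agonist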
The depositor's hits bear a star; i = inactive; . = not tested or not shown; & = joins results of further samples. Rows were taken by chance, and some 3.6% of all compounds hit somewhere here.

Preview, 2 compounds:
Each structure is followed by: Ba/F3 V617F tox	Calpain2 inh	BaF3 tox	EP2 modulator	S1P4 antagonist	TRPML3 agonist	PERK inh	TRPN1 ag	S1P4 ag
1) Cc1cc(NC(=O)c2cc3n(n2)C(C(F)(F)F)CC(c2ccco2)N3)n(-c2ccccc2)n1 (configuration not stated)
    0	27	1	-1	-7	0.3	-1.0	0.2	-0.6
2) COc1cc2c(c(OC)c1O)C(=O)CO2
    -3	4	4	-21	9	0.6	1.3	1.0	-0.3

The listing, from the start:
Each structure is followed by: Ba/F3 V617F tox	Calpain2 inh	BaF3 tox	EP2 modulator	S1P4 antagonist	TRPML3 agonist	PERK inh	TRPN1 ag	S1P4 ag
1) Cc1cc(NC(=O)c2cc3n(n2)C(C(F)(F)F)CC(c2ccco2)N3)n(-c2ccccc2)n1 (configuration not stated)
    0	27	1	-1	-7	0.3	-1.0	0.2	-0.6
2) COc1cc2c(c(OC)c1O)C(=O)CO2
    -3	4	4	-21	9	0.6	1.3	1.0	-0.3
3) Cc1nc2sc3c(c2c(=N)n1N)CC(C)(C)OC3
    6	3	8	16	-23	-0.9	1.0	0.8	-2.6
4) Cc1cc(NC(=O)C(C)Oc2ccc(Cl)cc2Cl)n(-c2ccccc2)n1 (configuration not stated)
    -1	-4	4	3	2	0.2	-2.1	-3.6	1.0
5) COc1ccc(F)cc1C(=O)C1CCCN(Cc2ccc(Oc3ncccn3)cc2)C1 (configuration not stated)
    -4	-51	1	-11	-3	0.9	-1.5	-0.8	0.7
6) Cc1ccc(NC(=O)CN(C)S(=O)(=O)c2cccc3cccnc23)cc1
    1	22	6	-4	-2	0.4	-0.8	0.8	-4.3
7) C=CC[n+]1c(C)csc1Nc1ccc(C(=O)O)cc1
    -2	-10	5	36	4	0.9	2.3	1.6	1.1
8) O=C(CC1SC(=O)N(c2ccccc2)C1=O)Nc1ccc(Cl)cc1 (configuration not stated)
    -3	-13	1	-19	-11	0.5	1.5	0.8	1.0
9) COC(=O)c1ccc(C(=O)N2CCCC(CNC(=O)c3ccccc3Cl)C2)cc1 (configuration not stated)
    0	-9	7	17	-14	0.7	-0.9	0.4	-1.9
10) Cc1cccc(C(=O)NCC(=O)Nc2ccc(S(=O)(=O)Nc3nc(C)cc(C)n3)cc2)c1
    2	18	4	5	-25	0.3	0.0	0.9	-1.2

Looked up by structure from above:
Each structure is followed by: Ba/F3 V617F tox	Calpain2 inh	BaF3 tox	EP2 modulator	S1P4 antagonist	TRPML3 agonist	PERK inh	TRPN1 ag	S1P4 ag
7) C=CC[n+]1c(C)csc1Nc1ccc(C(=O)O)cc1
    -2	-10	5	36	4	0.9	2.3	1.6	1.1
5) COc1ccc(F)cc1C(=O)C1CCCN(Cc2ccc(Oc3ncccn3)cc2)C1 (configuration not stated)
    -4	-51	1	-11	-3	0.9	-1.5	-0.8	0.7
4) Cc1cc(NC(=O)C(C)Oc2ccc(Cl)cc2Cl)n(-c2ccccc2)n1 (configuration not stated)
    -1	-4	4	3	2	0.2	-2.1	-3.6	1.0
6) Cc1ccc(NC(=O)CN(C)S(=O)(=O)c2cccc3cccnc23)cc1
    1	22	6	-4	-2	0.4	-0.8	0.8	-4.3
1) Cc1cc(NC(=O)c2cc3n(n2)C(C(F)(F)F)CC(c2ccco2)N3)n(-c2ccccc2)n1 (configuration not stated)
    0	27	1	-1	-7	0.3	-1.0	0.2	-0.6

(list continues)
Each structure is followed by: Ba/F3 V617F tox	Calpain2 inh	BaF3 tox	EP2 modulator	S1P4 antagonist	TRPML3 agonist	PERK inh	TRPN1 ag	S1P4 ag
11) CCCC(=O)Nc1cc(C)c(NC(=O)C23CC4CC(CC(C4)C2)C3)cn1
    3	11	2	-12	1	0.7	0.0	0.4	-0.8
12) S=C1NC[C@H](Cc2ccccc2)N1CCCCC1CCCCC1
    -2	46	-1	47	-9	0.6	1.3	0.2	-1.0
13) O=C(CN1C(=O)CCS(=O)(=O)c2ccccc21)Nc1ccc2c(c1)OCCO2
    -1	12	-2	12	3	0.9	0.4	-0.9	-1.0
14) Cn1c(=O)c(=O)n(C)c2cc(S(=O)(=O)CCC(=O)N3CCOCC3)ccc21
    -2	-12	0	8	-13	0.7	0.3	0.9	2.7
15) CC(=O)c1ccc2c(ccc3ccccc32)c1
    5	-63	8	-39	-5	-0.8	0.8	-0.5	-1.0
16) O=C(O)c1ccc(OC(F)(F)C(F)C(F)(F)F)cc1 (configuration not stated)
    -2	-3	3	22	8	0.0	0.1	2.8	0.3
17) Cc1cc2cc(CNC(=O)c3ccc4c(c3)OCO4)ccc2[nH]1
    -4	.	6	.	-9	0.7	0.6	-1.8	-1.0
18) CCSc1nc2c(c(=O)[nH]1)C(c1ccccn1)C1=C(CC(C)(C)CC1=O)N2 (configuration not stated)
    0	i	4	17	-4	0.5	0.1	-0.5	0.7
19) CC(=O)OC[C@H]1O[C@@H](O/N=C/[C@@H](C)[C@H](OCc2ccccc2)C(C)C)[C@H](OC(C)=O)[C@@H](OC(C)=O)[C@@H]1OC(C)=O
    -2	-53	-3	-11	9	-1.5	-1.0	-1.9	-0.8
20) N#C/C(=C(/O)c1cccs1)c1nnc2n1CCCCC2
    1	-13	7	30	-18	0.3	0.6	-0.5	2.2
21) O=C(O)/C=C\C(=O)NC1CCCCC1
    -3	-7	1	10	-2	0.1	1.1	1.3	0.3
22) CN(C(=O)Cn1cc(C(F)(F)F)ccc1=O)c1c(N)n(Cc2ccccc2)c(=O)[nH]c1=O
    -4	12	1	8	6	0.8	2.3	0.7	0.2
23) CCOc1ccc(CCNC(=O)CCN2C(=O)COc3ccccc32)cc1OCC
    -1	-8	5	18	-8	-0.8	0.2	1.2	-0.9
24) O=C(NC(NC(=O)c1ccccc1)c1cccc([N+](=O)[O-])c1)c1ccccc1
    -4	-3	5	-17	-7	-0.6	-1.2	-0.6	-0.5
25) CC(CNC(=O)C1CCCCC1C(=O)O)c1ccccc1 (configuration not stated)
    -2	-19	2	10	-12	0.1	2.2	1.4	0.4
26) Cc1nn(-c2ccccc2)c(C)c1C(=O)OCC(=O)Nc1ccc2c(c1)OCO2
    -3	14	4	-7	8	-0.9	0.4	-0.9	-1.8
27) CC1CCCC(C)N1Cc1cn2ccccc2n1 (configuration not stated)
    3	-4	2	-5	-4	0.1	-0.2	0.5	-1.6
28) CC(=O)C1=C(C)OC(N)=C(C#N)C1c1cc2cccc(C)c2nc1Cl (configuration not stated)
    3	-8	7	-27	0	-0.6	0.6	2.2	-0.5
29) O=C(Cn1c(=O)oc2cccnc21)Nc1ccccc1Oc1ccc(Cl)cc1Cl
    -3	-5	0	-6	0	0.1	2.3	0.6	0.9
30) CCCCSc1nnc(-c2ccc(C)cc2)o1
    -1	11	3	19	11	0.9	0.0	-0.1	0.6
31) CCN(CC)c1ccc2cc(NC(=O)CCC(=O)O)c(=O)oc2c1
    -2	i	0	26	32*	1.6	0.4	3.6	1.5
32) COc1ccc(-n2c(C)nc3c(cnn3-c3ccc(C)c(C)c3)c2=O)cc1
    -3	-2	4	50	-12	0.1	0.2	0.4	1.0
33) Cc1c(Cl)c(C(F)(F)F)nn1CC(=O)NCc1ccco1
    -1	-81	-1	21	-6	0.1	1.2	-1.3	-0.8
34) Cc1ccccc1C(=O)Nc1nc(=S)ss1
    -7	-5	-1	-3	8	0.8	0.5	-0.1	-0.9
35) CCC[n+]1c(C)sc2c(OC)ccc(OC)c21
    1	21	0	16	-22	-0.3	-0.5	-1.2	1.2
36) COc1cccc(-n2nnc3c(=O)n(CC(=O)NC4CCCC4)cnc32)c1
    -1	-2	1	6	2	0.3	0.8	0.4	-1.2
37) COc1ccc(CCNC(=O)COC(=O)/C=C/c2ccc(OC)c(OC)c2)cc1
    4	-46	7	-2	-6	0.6	0.6	1.9	-2.0
38) O=C(NCC1CCCO1)c1ccc(N2CCCCC2)nc1 (configuration not stated)
    1	-8	1	24&-31	1	0.4	-0.4	1.0	1.5
39) Cc1ccc(S(=O)(=O)NCC[C@@]2(C)C3CCC2(C)C(=O)C3)cc1 (some centres not stated)
    1	25	-3	-5	-10	-0.8	0.0	0.0	1.4
40) CCNC(=S)Nc1cccc(S(=O)(=O)Nc2ccccc2OC)c1
    2	16	5	-31	-5	0.6	-0.3	2.2	-0.1
41) CCCCN1C(=S)NC[C@@H]1C(C)CC (some centres not stated)
    -2	0	3	22	0	-1.0	1.4	-2.1	1.4
42) C=CCn1c(-c2c[nH]c3ccccc23)n[nH]c1=S
    6	-8	8	-8	-10	0.5	0.7	1.1	-1.2
43) COC(=O)c1ccc(COC(=O)c2nn(C)c(=O)c3ccccc23)cc1
    0	18	5	-41	-19	3.0	1.9	5.5	1.1
44) C=CCN1C(=O)C(Cc2ccccc2)S/C1=N/N=C/c1cccs1 (configuration not stated)
    -1	1	6	-6	17	0.1	-0.6	-1.5	0.5
45) Cc1c(NC(=O)c2ccco2)cccc1-c1nc2cccnc2s1
    -8	-126	2	-24	-11	1.6	0.2	7.2	1.2
46) COCc1[nH]nc2c1C(c1ccccc1Cl)C(C#N)=C(N)O2 (configuration not stated)
    -2	-3	5	-7&21	-2	1.2	1.6	0.4	0.1
47) CCOC(=O)c1c(NC(=O)COc2ncnc3ccccc23)sc(C)c1C
    0	-9	1	7	3	1.1	-0.1	-1.1	1.5
48) Cc1cc(NC(=O)c2cccs2)n(-c2nc3ccccc3[nH]2)n1
    -1	-39	7	36	-13	0.4	0.2	1.2	-0.1
49) CCOc1ccccc1N=C1NC(=O)CS1
    -4	-2	1	-40	-13	0.7	1.2	-0.2	0.6
50) Cn1cc(Br)c(C(=O)N2CCc3ccccc32)n1
    -1	-9	7	10	-5	-0.2	0.4	-0.9	-1.1
51) CCN1CCN(CCCNC(=O)C2CCCN(c3nnc(-n4cccc4)s3)C2)CC1 (configuration not stated)
    1	-11	9	8	-7	0.4	-0.2	-0.5	1.1
52) Cc1ccc(-c2cc(C(F)F)nc(N3CCOCC3)n2)cc1
    1	1	4	60	-6	0.2	1.0	1.0	-0.6
53) CC(=O)c1ccc(NC(=O)CSC(=S)N2CCCC2)cc1
    -1	-11	4	2	-9	0.4	-0.1	-1.0	1.4
54) COc1cc(NC(C)C(=O)N2CC(C)OC(C)C2)cc(OC)c1 (configuration not stated)
    2	18	8	1	4	1.0	-0.7	0.7	-0.4
55) CCN(CC(=O)Nc1ccc2c(c1)OCCO2)C(=O)c1cccc(S(=O)(=O)N2CCOCC2)c1
    -2	-41	1	11	8	0.3	0.4	1.1	0.5
56) CCOC(=O)c1cnn(-c2cc(C)c3ccccc3n2)c1N
    0	-18	5	4	4	0.7	0.7	0.9	-1.1
57) CCC1Oc2ccc(C)cc2N(CC(=O)NCCCN2CCN(Cc3ccccc3)CC2)C1=O (configuration not stated)
    0	-1	9	13	-3	1.0	-0.6	1.7	-0.3
58) Cc1occc1-c1nnc(SCC(=O)Nc2ccccc2)n1C(C)c1ccccc1 (configuration not stated)
    -9	-2	2	29	-5	-0.4	0.0	-1.3	-0.3
59) CC(C)(C)n1cnc2cc(NCc3cccs3)ccc21
    6	17	4	-57	-9	0.5	0.2	1.0	-0.8
60) O/N=C1/CCc2cccc3cccc1c23
    1	7	8	-32	-4	-0.8	0.2	0.9	-0.9
61) O=C(NCc1ccc(Cl)cc1)c1ccc(-c2ccccc2C(F)(F)F)o1
    1	11	4	-9	0	0.1	1.0	-1.3	2.2
